Rhodamine autofl – compound fluoresces in the rhodamine spectral region; Rhodamine-region fluorescence, 547/598 nm, Tris buffer; stronger effect = higher value; max dye-equivalent concentration, M; 59,000 tested, 0.05% active; in the data active = max dye-equivalent concentration above about 11 nM; inconclusive = between about 1.1 nM and that limit
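Steps: pin-transfer compounds into pH 8.0 Tris (100 mM), hold 15 min at room temperature, image with a 547/598 nm filter pair, and convert intensities to rhodamine-equivalent concentration using a six-point on-plate rhodamine series.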
ERK AVP inh – vasopressin-driven ERK pathway inhibition | AID 995 | 72,000 tested, 0.99% active | HEK293-V1b, vasopressin-stimulated pERK AlphaScreen | Potency, µM (top dose mostly 57.5 µM), inactives show at the highest dose activity, negative = inhibition, hits mostly inhibitors; also: potency is read from the fitted curve at half-maximal effect; % is scaled to controls: 0 for no effect and ±100 for the full control effect; nearly all actives have a fitted effect of over 55% in size
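HEK293 cells stably expressing V1b receptor, preincubated 30 min at 37 °C with compound, then stimulated 5 min with 25 nM vasopressin. Phospho-ERK by AlphaScreen SureFire after 5 h RT; normalized to DMSO and vasopressin; AC50 by Hill fit.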
Casp7 inh – allosteric or competitive inhibitors of human caspase-7 | P55210 | recombinant caspase-7, Ac-DEVD-AFC fluorescence rate | Potency, µM (titrated, usually from 57.5 µM), for inactives: top-dose activity change, negative = inhibition, hits mostly inhibitors | 75,000 tested, 0.02% active; active = well fitted inhibition curve with a large enough effect in the main read-out, with a control signal flat, not every such curve was filed as active; inconclusive = small, poorly fitted or top-dose-only effect, or a change in a side signal; also: potency is read from the fitted curve at half-maximal effect; % of control where 0% means no effect
Target sequence (P55210 24-198 limits assumed): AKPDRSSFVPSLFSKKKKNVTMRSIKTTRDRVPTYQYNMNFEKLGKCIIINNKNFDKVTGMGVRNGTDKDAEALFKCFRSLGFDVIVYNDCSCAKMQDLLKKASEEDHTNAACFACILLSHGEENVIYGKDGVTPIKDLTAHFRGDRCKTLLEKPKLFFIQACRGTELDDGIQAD
Target sequence (P55210 207-303 limits assumed): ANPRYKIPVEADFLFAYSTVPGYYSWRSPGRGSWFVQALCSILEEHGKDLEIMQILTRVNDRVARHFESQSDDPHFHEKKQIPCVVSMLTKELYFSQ
4-MU autofl – compound fluoresces in the 4-MU spectral region | max dye-equivalent concentration, M | compound autofluorescence, 340/450 nm, 4-MU equivalents; stronger effect = higher value | AID 589 | 59,000 tested, 11% active; in the data active = max dye-equivalent concentration above about 10 nM; inconclusive = mostly about 1.1 nM to 9.6 nM
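Compounds in 100 mM Tris, pH 8.0, incubated 15 min at room temperature, then fluorescence read at 340 nm excitation/450 nm emission. Signal converted to 4-MU dye-equivalent concentration using an on-plate six-point 4-MU standard curve.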
Luciferase inh – firefly luciferase inhibition; P08659; purified firefly luciferase, luminescence, 8 min; Potency, µM (titrated, usually from 57.1 µM), without a hit: at the highest dose activity change, negative = inhibition, usual class: inhibitors; 72,000 tested, 2.2% active; AID 411; also: potency is read from the fitted curve at half-maximal effect; % is scaled to controls: 0 for no effect and ±100 for the full control effect; nearly all actives have a fitted effect of over 40% in size
Target sequence (P08659 whole entry, looked up): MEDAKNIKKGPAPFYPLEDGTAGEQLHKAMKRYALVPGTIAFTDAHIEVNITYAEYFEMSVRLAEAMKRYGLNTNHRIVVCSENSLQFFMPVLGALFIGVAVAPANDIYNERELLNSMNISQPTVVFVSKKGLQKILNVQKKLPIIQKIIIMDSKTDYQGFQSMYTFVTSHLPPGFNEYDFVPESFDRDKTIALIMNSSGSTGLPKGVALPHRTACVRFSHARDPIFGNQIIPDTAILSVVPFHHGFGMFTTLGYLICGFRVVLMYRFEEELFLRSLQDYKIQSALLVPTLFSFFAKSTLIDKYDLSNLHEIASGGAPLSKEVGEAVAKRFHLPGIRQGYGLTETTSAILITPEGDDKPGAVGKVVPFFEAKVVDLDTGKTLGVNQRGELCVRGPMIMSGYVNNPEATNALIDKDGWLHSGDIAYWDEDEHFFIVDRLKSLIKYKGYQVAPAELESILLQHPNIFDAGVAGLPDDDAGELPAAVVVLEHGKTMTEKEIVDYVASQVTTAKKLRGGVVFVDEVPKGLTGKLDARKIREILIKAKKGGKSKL
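Compounds were tested as concentration series (qHTS) against purified P. pyralis luciferase with luciferin and 10 uM ATP in 50 mM imidazole pH 7.2, 50 mM KCl, 7 mM MgCl2, 0.01% Tween 20, 0.05% BSA. Luminescence was read after 8 min at ambient temperature.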
Fluorescein fluor – compound fluoresces in the fluorescein spectral region. max fluorescein-equivalent concentration, M. AID 593. 59,000 tested, 0.91% active. Compound autofluorescence, 480/540 nm, fluorescein-equivalent; stronger effect = higher value; in the data active = max fluorescein-equivalent concentration above about 10 nM; inconclusive = between about 1.1 nM and that limit
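Values reflect compound autofluorescence, normalized to fluorescein on the same plate and reported at each tested concentration. Conditions: 100 mM Tris pH 8.0, room temperature, 15 min, excitation 480 nm, emission 540 nm.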
Texas Red fluor – compound fluoresces in the Texas Red spectral region; Compound fluorescence, Texas Red channel, 547/618 nm; stronger effect = higher value; max dye-equivalent concentration, M; 59,000 tested, 0.06% active; in the data active = max dye-equivalent concentration above about 10 nM; inconclusive = between about 1.1 nM and that limit
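Dye-equivalent concentrations come from scaling compound signal (ex 547, em 618 nm) to six Texas Red standard concentrations run on every plate, after 15 min room-temperature incubation in pH 8.0 Tris (100 mM).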
Casp1 inh – allosteric or competitive inhibitors of human caspase-1; P29466; Caspase-1 enzyme, Ac-WEHD-AFC fluorogenic rate; Potency, µM (series often up to 57.5 µM), for inactives: at the top dose activity change, negative = inhibition, usual class: inhibitors; 75,000 tested, 0.03% active; AID 900;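 also: potency is read from the fitted curve at half-maximal effect; plate controls were vehicle for no effect and no substrate for full effect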
Tau fil binding – tau filament binding. P10636. recombinant tau filaments, thioflavin S fluorescence, 15 h; filaments grown with octadecylsulfate alongside compound. Potency, µM (series often up to 57.1 µM), for the others: top-dose activity change, negative = inhibition. 71,000 tested, 2% active;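 also: potency is read from the fitted curve at half-maximal effect; % is scaled to controls: 0 for no effect and ±100 for the full control effect; actives lower thioflavin S fluorescence by blocking filaments or displacing dye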
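Quantitative HTS: thioflavine S signal from ODS-induced tau filaments, excited at 450 nm, emission 510 nm. Conditions: 1 uM tau, 30 uM ODS, 15 h at 37 C, pH 7.4.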
HEK293 cAMP cs – counter-screen for TSHR agonists: cAMP increase in parental HEK293. parental HEK293 CNG cAMP sensor, membrane potential fluorescence. Potency, µM (highest dose often 57.1 µM), for the others: at the top dose activation, actives largely listed as activators. AID 938. 73,000 tested, 2.5% active; also: potency is read from the fitted curve at half-maximal effect; % of control where 0% means no effect; nearly all actives have a fitted effect of over 55% in size
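Parental HEK 293 cells stably expressing a cAMP-gated CNG channel were loaded with membrane potential dye containing 100 uM RO 20-1724 for 60 min. Compound added for 30 min; depolarization read as fluorescence intensity at 590 nm.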
A350 autofl – compounds fluorescent in Alexa 350 spectral region; Compound autofluorescence, 340/450 nm, Alexa 350 dye-equivalents; stronger effect = higher value; max dye-equivalent concentration, M; 59,000 tested, 11% active; AID 590; in the data active = max dye-equivalent concentration above about 10 nM; inconclusive = mostly about 1.1 nM to 9.6 nM
* hit, by the source's call; i = inactive; ? = inconclusive; nt = not tested or not shown; & = joins results of further samples; [ ] = remark or other dose. Unless noted, calls follow the shape of the dose curve; as a rule, active = well fitted curve in the direction sought with a large enough effect; inconclusive = small, poorly fitted or top-dose-only effect, or another doubt; inactive = no such curve, though single readings can be large; an effect the other way counts as inactive or inconclusive. This is a subset; rates above refer to the full screens.

SMILES	Rhodamine autofl	ERK AVP inh	Casp7 inh	4-MU autofl	Luciferase inh	Fluorescein fluor	Texas Red fluor	Casp1 inh	Tau fil binding	HEK293 cAMP cs	A350 autofl
COc1ccc(-n2c(=O)c(CCc3ccccc3)nc3cnc(OC)nc32)cc1	i	-21%	-3%	i	1%[11.4 µM]	i	i	-2%	?	?	?
Cc1cc(C)nc(Sc2ccc3nnc(C(F)(F)C(F)(F)C(F)(F)F)n3n2)n1	i	16%	-1%	i	1%	i	?	3%	13%	4%	i
CN1/C(=C/C=N/n2cnnc2)C(C)(C)c2ccccc21	i	?	-9%	8.1e-08M*	0%	i	i	-12%	-5%	-5%	7.3e-08M*
COc1cc(-c2c(C#N)c(N)nc3c2c(C)nn3-c2ccc(C)c(C)c2)cc(OC)c1OC	i	-12%	-26%	5.4e-08M*	0%	i	?	?	112%	7%	6.5e-08M*
CCc1[nH]c(=O)c(C#N)c2c1CCCC2	i	nt	nt	?	1%[25.5 µM]	i	?	nt	nt	nt	?
COc1cc(NC(=O)c2ccc(Cl)cc2)c(OC)cc1NC(=O)CN1CCOCC1	i	?	-2%	i	-2%	i	i	1%	20µM*	-9%	i
CCOC(=O)C1=C(Cn2cnc3ccccc32)NC(=O)NC1c1cc(C)ccc1C (stereo not given)	i	-9%	-12%	i	0%	i	?	-8%	-23%	25%	?
CNc1nc(C)nc(-c2ccccc2O)n1	nt	-20%	-4%	nt	-4%	nt	nt	-1%	8%	7%	nt
COc1ccc(CN(Cc2ccccn2)S(=O)(=O)c2ccc(-n3cnnn3)c(OC)c2)cc1	i	3%	-1%	i	0%	?	i	0%	-1%	6%	i
CCSc1nc2c(c(=O)n(C)c(=O)n2C)n1Cc1ccc(Cl)cc1	i	-15%	0%	i	0%	i	?	1%	29%	?	i
CCc1ccc(NC(=O)CC2NCCNC2=O)cc1 (stereo not given)	i	-11%	0%	i	3%	?	?	-1%	5%	3%	i
Cc1ccc(S(=O)(=O)Nc2ccc(C(=O)Nc3cc(C)on3)cc2)cc1	i	-19%	-2%	i	-1%	i	?	3%	6%	4%	i
CCN=C1SC(CC(=O)NC(N)=O)C(=O)N1CC (stereo not given)	i	-22%	-3%	?	-1%	?	i	4%	3%	4%	?
N#Cc1c(N2CCCCC2)nc(N2CCCCC2)c2c1CCN(Cc1ccccc1)C2	i	nt	nt	1.9e-07M*	-2%[25.5 µM]	4.8e-08M*	i	nt	nt	nt	2.1e-07M*
Cc1cc(C)n(-c2ccc(Cl)c(C(=O)O)n2)n1	i	-2%	0%	i	1%	?	i	0%	-2%	2%	i
O=C(O)c1ccc2c(c1C(=O)O)C(=O)OC2(c1ccc(O)cc1)c1ccc(O)cc1	i	5%[11.5 µM]	-1%[11.5 µM]	i	2%[11.4 µM]	i	i	1%[11.5 µM]	12%[11.4 µM]	14%[11.4 µM]	i
CCC(=O)N[C@@H]1CCc2cccc(OC)c2C1	nt	10%	-2%	nt	25µM*	nt	nt	0%	?	19%	nt
CC(C)N(C(=O)N1CCC(c2nc(-c3ccncc3)no2)CC1)C(C)C	i	-16%	0%	i	-1%	i	?	1%	12%	?	i
O=c1c2ccccc2nnn1CSc1nnc(-c2cccc(S(=O)(=O)N3CCCCC3)c2)o1	i	5%	-2%	i	3%	i	i	-2%	-1%	24%	i
Cn1nc(OCCOc2ccccc2)ccc1=O	nt	23%	-1%	nt	-1%	nt	nt	-2%	3%	-1%	nt
COc1ccc(NC(=O)c2ccc(C(=O)c3ccccc3)o2)cc1	i	13%	-1%	i	-2%	i	i	0%	11%	3%	i
Cc1cc2nc3c(c(=O)n2[nH]1)CCCC3	nt	37%[activator]	0%	nt	2%	nt	nt	0%	0%	20%	nt
CCn1c(=N)n(CC(O)COc2cccc(C)c2)c2ccccc21 (stereo not given)	i	11%	-2%	2.4e-07M*	0%	i	?	0%	-10%	?	2.7e-07M*
COc1ccc(OC)c(CNC(=O)Cc2c(C(=O)O)[nH]c3ccccc23)c1	i	11%	0%	i	1%	i	i	0%	11%	3%	i
CCOC(=O)c1cc2c(=O)n3cccc(C)c3nc2n(Cc2cccnc2)c1=N	i	nt	nt	9e-07M*	1%[25.5 µM]	i	i	nt	nt	nt	1e-06M*
The listing continues:
SMILES	Rhodamine autofl	ERK AVP inh	Casp7 inh	4-MU autofl	Luciferase inh	Fluorescein fluor	Texas Red fluor	Casp1 inh	Tau fil binding	HEK293 cAMP cs	A350 autofl
CCOc1cccc2c1OC1(C)CC2NC(=O)N1c1cccc(Cl)c1 (stereo not given)	i	17%	-1%	i	-1%	i	?	1%	10%	23%	i
Nc1nc(-c2ccc3ccccc3c2)cc(-c2cc(-c3ccc4ccccc4c3)nc(N)n2)n1	i	24%[11.5 µM]	-2%[11.5 µM]	i	3%[11.4 µM]	i	?	0%[11.5 µM]	-6%[11.4 µM]	-1%[11.4 µM]	i
O=C(N1CCOCC1)C12CC3CC(C1)CC(C(=O)N1CCOCC1)(C3)C2	i	?	1%	?	2%	i	i	-2%	1%	6%	?
COc1ccc(Cn2c(=O)[nH]c3cc(C(=O)NCCCN4CCCC4)ccc3c2=O)cc1	i	16%	3%	3.9e-08M*	2%	i	i	-2%	15%	3%	3.6e-08M*
CN(C)Cc1cc(C(C)(C)C)c(O)c(C(C)(C)C)c1	nt	-13%	1%	nt	0%	nt	nt	-4%	-28%	?	nt
COc1ccc(-n2ncc3c(N4CCCc5ccccc54)ncnc32)cc1	i	38%[activator]	-10%	3.9e-08M*	13µM*	i	i	-7%	8%	10%	2.5e-08M*
Cc1ccc(S(=O)(=O)N2CCC(C(=O)O)CC2)cc1C(=O)O	i	15%	-5%	i	2%	i	i	-1%	3%	6%	i
C=CCn1c(-c2ccc(OC)c(OC)c2)n[nH]c1=S	i	nt	nt	i	2%[25.5 µM]	?	i	nt	nt	nt	i
CCOC(=O)C(C)Sc1nc2ccccc2c(=O)n1CC (stereo not given)	i	6%	-2%	i	0%	i	i	-1%	8%	?	i
CCc1c(C)nc(SCC(=O)CC(=O)OC(C)C)c(C#N)c1C	i	-28%	-7%	i	-1%	i	i	-9%	6%	?	i
COc1ccc(CCN(C)CCc2ccc(OC)c(OC)c2)cc1OC	i	-12%&12%	0%&1%	i	-4%&-6%	?	?	-2%&1%	?	16%&2%	i
COC(=O)c1ccccc1NC(=O)c1cc2n(n1)C(C(F)F)CC(C(F)F)N2 (stereo not given)	i	-8%	1%	i	0%	i	?	0%	112%	8%	i
CCOC(=O)CSc1nc(C2CC2)nc2ccccc12	i	-7%	-9%	i	-2%	i	i	0%	7%	8%	i
Cc1[nH]c2ccccc2c1C(=O)CN1CCN(C2CCCCC2)CC1	i	-5%	-1%	i	2%	i	i	0%	184%	24%	i
Cc1onc(-c2ccccc2)c1C(=O)N1CCc2ccccc21	nt	-3%	-1%	nt	4%	nt	nt	0%	-10%	?	nt
O=C(Nc1ccc(N2CCOCC2)c(Cl)c1)c1cccnc1	i	-26%	2%	i	-17%	i	?	-1%	-9%	16%	i
N#Cc1c(N)c(C(=O)c2ccc(Cl)cc2)n2c1CCC2	i	-28%	0%	?	0%	i	i	-3%	2%	0%	?
O=C(c1ccccc1)c1ccccc1C(=O)N1CCOCC1	i	1%	-1%	?	0%	i	i	-3%	-1%	2%	?
CCc1ccc(-c2nnn(Cc3nn[nH]n3)n2)cc1	i	3%	0%	i	-3%	?	i	-2%	-6%	16%	i
O=C(/C=C/N1CCOCC1)c1cc2ccccc2o1	nt	1%	-5%	nt	13µM*	nt	nt	-5%	4%	19%	nt
c1cncc(Oc2cccc(Oc3cccnc3)c2)c1	i	nt	nt	?	-2%[25.5 µM]	i	i	nt	nt	nt	?
COc1cccc(-n2c(C)c(C(C)=O)c(C(C)=O)c2C)c1	i	-10%	-1%	i	5%	i	?	0%	-5%	11%	i
CCOC(=O)CNc1nc(-c2ccncc2)nc2ccccc12	i	-25%	-2%	?	1%	i	i	0%	-12%	0%	?
CCOC(=O)c1c(C)[nH]c(C(=O)OCc2c(C)noc2C)c1C	i	-4%	-2%	i	-1%	i	?	-1%	4%	9%	i
CCN(C(=O)N(CC)c1ccccc1)c1ccccc1	nt	0%	0%	nt	nt	nt	nt	0%	-16%	16µM*	nt
O=C(c1cc(-c2ccccn2)nc2c(Cl)cccc12)N1CCN(C(=O)C2CCCO2)CC1 (stereo not given)	i	?	-3%	i	-1%	?	i	-1%	?	4%	i
O=C(Nc1nc2c(s1)CCCC2)c1cccs1	i	6%	2%	i	5µM*	i	i	-3%	-1%	11%	?
O=C(CCNc1ccc(F)cc1)c1ccco1	i	-6%	0%	i	-2%	i	i	-1%	-6%	5%	i
CCc1nc(SCC(=O)Nc2c(C)n(C)n(-c3ccccc3)c2=O)n[nH]1	i	-4%	0%	i	1%	i	i	1%	-5%	-3%	i
